Screening data (PubChem BioAssay)
STAT1 activator: increases IFN-gamma driven STAT1 reporter signal | NIH 3T3 STAT1-luciferase reporter, luminescence; 100% = IFN-gamma alone, no compound | activation (% of control), % at 5.5 µM | actives 2.6% (n = 200,000) | AID 932;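 active = activation above the screen-wide mean activation plus 3 SD, cut at about 130% in these data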;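 note: raw ratio to IFN-gamma control signal so 100% means no change and 0% no light; values of inactives mirror those of a sister screen read the other way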
STAT3 blocker: reduces IL-6 driven STAT3 reporter signal. U3A cells, IL-6 STAT3-luciferase reporter, luminescence; host cell line lacks STAT1. inhibition, % at 5.5 µM. actives 0.89% (n = 190,000). AID 862;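 active = inhibition above the mean inhibition across all screened compounds plus 3 SD, cut at about 44% in these data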;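 note: 0% = DMSO only wells and 100% = 100 µM nifuroxazide control wells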
APP transl inh: APP translation inhibition; SH-SY5Y APP 5'UTR-luciferase reporter, luminescence; inhibition, % at 2 µM; actives 0.82% (n = 190,000);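 active = inhibition above a set limit, derived from the sample mean plus 3 SD, cut at about 45% in these data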; note: values of inactives mirror those of a sister screen read the other way
G6PDH CS: L. mesenteroides G6PDH inhibition counter-screen. Purified L. mesenteroides G6PDH, diaphorase/resazurin coupled fluorescence, 45 min. actives 0.12% (n = 200,000). inhibition, % at 5 µM; in the data active = inhibition above about 50%
STAT3 activator: STAT3 signaling activation; U3A cells, IL-6 STAT3-luciferase reporter, luminescence; 100% = signal with IL-6 EC80 alone; activation (% of control), % at 5.6 µM; actives 0.91% (n = 190,000); AID 871;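 active = activation above the screen-wide mean of compound activation plus 3 SD, cut at about 130% in these data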;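 note: 0% = background luminescence of wells with medium and substrate only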
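Material: STAT3-luciferase reporter U3A cells. Controls: IL-6-treated wells, 100% activation. Read-out: % activation versus median of IL-6-stimulated wells. Probe or stimulus: IL-6 stimulus at 33 ng/mL final. Timing: compound 1 h, then IL-6 6 h at 37 °C. Signal: reporter luminescence signal.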
Diaphorase act: activates diaphorase or chemically reduces, flagging diaphorase assay artifacts. actives 0.005% (n = 190,000). Diaphorase/resazurin coupled assay, resorufin fluorescence, 16 min; hits give high values; 1 = vehicle wells, 0 = NADH-free wells. activation factor at 20 µM;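 active = diaphorase activity raised at least twofold by the compound at 20 µM; inactive = activation factor below 2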
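Test system: Clostridium kluyveri diaphorase, purified enzyme; input: enzyme 0.07 U/mL final; buffer or medium: 50 mM HEPES pH 7.4 with 4.542 mM MgCl2, 0.005% Tween 20; also added: 0.114 mM NADH and 0.1 mM resazurin, final amounts; schedule: 16 min enzyme reaction, ambient temperature; technique: fluorescence of resorufin, 544 nm excitation, 590 nm emission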
Hsp70 activator: switches on Hsp70 transcription | HeLa Hsp70 promoter luciferase reporter, luminescence; scaled: vehicle 0, proteasome-inhibitor control 100% | activation, % at 10 µM | actives 0.04% (n = 200,000) | AID 1203;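 active = activation above the mean across all tested compounds plus 3 SD, cutoff set per campaign, cut at about 5.5% in these data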;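 note: 100% = MG132 at 30 µM as the positive control and 0% = DMSO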
Diaph inh CS: counter-screen for diaphorase-based assays: diaphorase inhibitors and chemical oxidizers; AID 1217; actives 0.69% (n = 190,000); diaphorase resazurin-to-resorufin fluorescence, NADH, 16 min; bacterial (C. kluyveri) enzyme, not human; inhibition, % at 20 µM;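 active = primary screen inhibition at 20 µM above a set limit, cut at about 50% in these data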;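 note: plate controls were DMSO with full reaction for no effect and wells lacking NADH for full effect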
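Test system: diaphorase enzyme from Clostridium kluyveri; amount: diaphorase at 0.14 U/mL in enzyme working solution; detection: fluorescence of resorufin formed from resazurin, Ex 544/Em 590 nm; times: reaction incubation of 16 min at room temperature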
STAT1 inh: inhibitors of IFN-gamma induced STAT1 signaling. actives 0.35% (n = 200,000). inhibition, % at 5.5 µM. NIH 3T3 STAT1-luciferase reporter, luminescence. AID 920;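 active = inhibition above a set limit, the mean inhibition across all tested compounds plus 3 SD, cut at about 34% in these data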;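 note: 0% = IFN-gamma with DMSO and 100% = IFN-gamma with 300 µM nifuroxazide; values of inactives mirror those of a sister screen read the other way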
TLR4 MyD88 comp: TLR4-MyD88 interaction inhibition in cells; HeLa CL3-4 TLR4/MyD88 BLA complementation, FRET ratio; inhibition, % at 8.4 µM; actives 0.18% (n = 200,000); in the data active = inhibition above about 25%;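 note: 0% = vehicle and 100% = reference inhibitor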
Target sequence (O00206 whole entry, looked up): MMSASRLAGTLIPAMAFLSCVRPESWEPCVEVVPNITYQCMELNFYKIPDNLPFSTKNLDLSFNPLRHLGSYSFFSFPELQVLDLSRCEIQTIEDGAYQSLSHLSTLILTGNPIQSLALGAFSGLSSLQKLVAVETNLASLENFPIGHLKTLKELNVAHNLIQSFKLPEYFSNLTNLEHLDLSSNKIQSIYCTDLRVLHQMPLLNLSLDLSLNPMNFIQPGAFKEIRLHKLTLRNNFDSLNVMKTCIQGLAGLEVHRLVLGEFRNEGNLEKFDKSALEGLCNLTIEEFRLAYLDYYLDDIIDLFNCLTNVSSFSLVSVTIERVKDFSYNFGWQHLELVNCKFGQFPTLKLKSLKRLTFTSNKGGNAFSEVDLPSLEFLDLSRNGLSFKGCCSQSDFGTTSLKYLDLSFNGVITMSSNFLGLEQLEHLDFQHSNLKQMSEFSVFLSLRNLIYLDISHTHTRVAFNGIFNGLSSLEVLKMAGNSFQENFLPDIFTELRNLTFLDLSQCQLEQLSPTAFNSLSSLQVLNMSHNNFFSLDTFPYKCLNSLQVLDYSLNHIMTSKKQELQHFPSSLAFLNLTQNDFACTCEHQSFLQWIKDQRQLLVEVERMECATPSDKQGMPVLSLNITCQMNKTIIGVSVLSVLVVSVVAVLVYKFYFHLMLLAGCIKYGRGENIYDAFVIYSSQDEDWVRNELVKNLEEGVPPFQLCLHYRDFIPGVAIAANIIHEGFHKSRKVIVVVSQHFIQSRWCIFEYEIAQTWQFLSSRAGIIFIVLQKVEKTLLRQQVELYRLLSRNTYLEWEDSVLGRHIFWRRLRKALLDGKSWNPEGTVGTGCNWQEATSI
Target sequence (Q99836 whole entry, looked up): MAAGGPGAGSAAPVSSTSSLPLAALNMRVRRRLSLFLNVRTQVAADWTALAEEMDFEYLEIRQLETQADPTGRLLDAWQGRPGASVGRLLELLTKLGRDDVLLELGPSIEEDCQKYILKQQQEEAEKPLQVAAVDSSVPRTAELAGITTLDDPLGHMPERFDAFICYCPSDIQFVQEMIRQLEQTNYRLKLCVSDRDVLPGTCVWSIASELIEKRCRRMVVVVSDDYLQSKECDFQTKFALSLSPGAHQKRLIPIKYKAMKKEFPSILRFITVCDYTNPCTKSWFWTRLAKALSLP
* marks the source's active call; other numbers are inactive results; x = not tested or not shown.

mol,STAT1 inh,APP transl inh,STAT1 activator,STAT3 blocker,Diaphorase act,Hsp70 activator,G6PDH CS,Diaph inh CS,TLR4 MyD88 comp,STAT3 activator
CCS(=O)(=O)Nc1ccc(C(=O)OC)cc1,-3,-12,103,1,0.9,-0.3,-6,10,6,102
COC(=O)c1ccccc1NC(=O)c1sc(N)nc1C,-1,14,101,25,0.8,-0.1,8,23,-8,83
Cc1cc(S(=O)(=O)N2CCCC(C(=O)Nc3ccc(C(=O)O)cc3)C2)ccc1Cl (centres undefined),-1,1,100,6,1,-0.3,2,-2,-6,100
CN(C)CCCNC(=O)c1cc(Br)ccc1Cl,1,7,96,-7,1,-0.5,2,5,2,106
CC1=NN(c2ccc(C(=O)OC(C)C)cc2)C(=O)/C1=C\C=C\c1ccco1,5,-12,96,0,0.8,0.2,4,18,-12,103
CCNC(=O)c1sccc1-n1cccc1,0,28,100,1,1,0.3,-2,4,3,104
O=C(Nc1ccc2c(c1)OCCO2)C1CCN(C(=O)c2ccc([N+](=O)[O-])cc2)CC1,0,3,100,-1,1,-0.4,12,0,10,103
COc1nc(N)nc(NC23CC4CC(CC(C4)C2)C3)n1,-9,-10,108,-7,0.9,0.4,-23,12,-2,109
CCN(/C=N/c1sc2c(c1C#N)CC(C)(C)NC2(C)C)CC,-7,x,106,2,0.9,-0.4,-5,11,3,104
Cc1ccccc1Cn1cnc2c(nnn2Cc2ccc(F)cc2)c1=O,5,-12,95,-2,1,0.0,3,-5,-3,106
CCCC(c1nnnn1C(C)(C)CC)N(Cc1ccco1)Cc1cc2ccc(OC)cc2[nH]c1=O (centres undefined),1,-4,99,5,0.7,0.3,-35,29,-7,99
Cc1ccc(Cl)cc1-n1c(=O)cc(N2CCN(C(=O)c3ccco3)CC2)[nH]c1=O,0,-3,99,1,0.9,-0.3,1,6,-2,101
CCCCOC(=O)c1ccc(S(N)(=O)=O)o1,-3,10,103,-9,1,-0.4,-2,4,-6,106
Cc1cccc(N(C(=O)c2ccc(CN3CCOCC3)o2)C(C(=O)NC(C)(C)C)c2ccc(F)cc2)c1 (centres undefined),4,-4,97,-3,0.8,0.0,4,15,-4,105
COc1ccc(OC)c(/C=N/NC(=O)C(=O)N2CCCC2)c1,-1,10,99,11,1,-0.4,8,-3,-5,94
CSc1nc(Cl)cc(N2CCOCC2)n1,0,-20,100,5,1.1,-0.3,-4,-14,-5,100
COc1ccc(OC)c(NC(=O)Cc2nn(C)c(=O)c3ccccc23)c1,16,-3,92,36,0.8,-0.4,6,16,3,72
CCOC(=O)N1CCN(C(=O)CSc2ccc(Cl)cc2)CC1,-3,5,103,9,0.8,0.2,0,15,7,98
Cc1c(C(=O)N2CCN(c3cccc(Cl)c3)CC2)cccc1[N+](=O)[O-],10,1,90,18,0.9,-0.4,8,15,-2,89
O=C(Nc1ccccc1-c1ccccc1)C(c1ccccc1)c1ccccc1,0,-5,100,10,0.8,-0.5,-4,17,-9,90
O=C(c1cccs1)N(C(=O)c1cccs1)c1ccccn1,-17,-33,117,6,0.8,0.0,-3,17,-6,101
Cc1oc(-c2cccc3ccccc23)nc1CN1CCN(c2ncnc3ccccc23)CC1,11,11,88,15,0.7,-0.3,16,26,-4,93
CCO[C@H]1OC(C(=O)NC2CC2)=C[C@@H](c2ccc3c(c2)OCO3)[C@@H]1CCCO,-1,-2,102,x,0.9,-0.1,15,10,-6,x
O=C(NCc1ccccn1)c1ccc(Cl)cc1Cl,-15,-7,112,3,0.9,0.2,1,9,-7,98
O=C(CCc1nnc(CCC2CCCCC2)o1)NCc1ccon1,-2,-5,100,5,0.9,0.1,9,9,-3,100
Cc1ccc(-c2nnc(SCC(=O)Nc3nccs3)n2N)cc1,-8,-13,107,-1,1,0.8,0,-1,5,103
CN(C(=O)c1ccccn1)c1nnc(-c2ccccn2)s1,-46,-6,142*,37,1.1,0.4,4,-6,1,71
CN(C)CCCOC(=O)c1ccccc1,-2,11,102,5,1.1,-0.1,-2,-5,2,97
Cc1ccc(CNC(=O)c2cc3c(-c4ccc(Cl)cc4)nn(C)c3s2)o1,26,-6,76,-55,0.7,-0.3,0,31,-3,155*
COCCCNC(=S)NNC(=O)c1ccccn1,-3,17,103,28,0.6,-0.3,6,44,-28,82
CCOC(=O)c1cc(NC(=O)N(CC)CC)c(C)nc1C,-6,13,105,3,1.1,0.0,9,-8,-17,101
CCc1ccc(CCC(=O)Nc2nnc(C)s2)o1,-2,-8,102,7,1.1,-0.2,-4,-5,-5,97
O=C(NCC1CCCO1)C(c1cccs1)N(Cc1ccccc1)C(=O)c1ccc(-c2ccccc2)[nH]1 (centres undefined),5,-18,96,-10,0.8,0.7,-5,20,-5,107
CCCCn1nnnc1SCC(=O)NCc1ccco1,-3,x,101,-5,1,-0.2,8,0,4,104
CCOC(=O)CSc1nnc(-c2ccccc2)o1,3,4,99,8,0.9,0.2,4,7,22,96
FC(F)(F)c1ccc(N2CCN(Cc3ccc4c(c3)OCO4)CC2)nc1,7,6,93,1,0.8,-0.3,-4,15,-13,100
CC(C)(C)NC(=S)NNC(=O)c1ccncc1,-7,8,107,-1,0.9,-0.3,10,7,10,104
COc1ccc(OC)c(C2=Nn3c(nnc3-c3ccco3)SC2)c1,3,9,97,-2,0.9,-0.5,-1,9,12,104
CCCn1c(SCC(N)=O)nc2c(c1=O)C1(CCCC1)Cc1ccccc1-2,-3,6,103,-4,0.8,-0.2,8,25,10,106
COc1ccccc1N1CCN(S(=O)(=O)c2ccccc2)CC1,4,-2,96,4,0.9,1.6,-14,13,2,101
CCNc1nc(NCC)nc(NC(N)=S)n1,4,-9,94,1,0.8,-0.1,8,15,-14,101
O=C(NCc1ccco1)c1ccccc1NS(=O)(=O)c1ccc2c(c1)OCCO2,-6,8,105,1,0.9,-0.3,4,11,0,99
COc1cccc(NC(=O)NCCC2=CCCCC2)c1,-27,-75,124,-12,1,2.3,5,3,-9,123
O=C(Cn1cnc2c(cnn2-c2ccc(Cl)cc2)c1=O)NC1CCCCC1,9,0,92,7,0.9,-0.2,-6,7,-6,94
CCN1CCN(C(=O)N2CCOCC2)CC1,0,-16,99,6,0.9,0.1,6,7,-2,99
CCN(CC)S(=O)(=O)c1cc(C(=O)Nc2cccnc2Cl)ccc1Cl,3,-11,96,10,1,-0.2,3,-5,-6,94
Cc1ccc(NC(=O)CSc2nnnn2-c2ccc3c(c2)OCO3)cc1C,-2,2,102,10,1.1,-0.4,2,-11,3,95
O=C(Nc1ccc(F)cc1)C1CCN(S(=O)(=O)c2cccs2)CC1,2,-8,97,15,1,-0.2,3,1,-6,89
COc1cc(S(=O)(=O)N2CCCCC2)ccc1NC(=O)c1ccc(F)cc1,-11,-2,110,16,1,0.0,10,-5,-5,91
Cc1cc(/C=C2/NC(=O)NC2=O)c(C)n1-c1cccnc1,-4,-9,104,-10,0.8,-0.2,-3,20,5,106
COc1cccc(C2CC(C(F)(F)F)n3nc(C(=O)Nc4c(C)n(C)n(-c5ccccc5)c4=O)cc3N2)c1 (centres undefined),2,6,95,10,0.9,0.4,2,11,4,96
COc1ccc(C(=O)c2ccc(CC(=O)O)s2)cc1,21,10,80,23,0.9,-0.1,3,7,16,86
COC(=O)c1ccncc1N,-4,-6,101,5,1.1,0.0,2,-13,6,100
COc1cc(OC)c(C2C(C(=O)O)c3ccccc3C(=O)N2C)cc1OC (centres undefined),3,9,97,2,1,0.0,10,-1,2,105
CC(=O)Nc1ccc(SCC(=O)N(CCC#N)c2ccc(C)cc2)cc1,-7,-1,106,25,1.1,-0.2,6,-11,5,82
COc1ccc2[nH]c(=S)[nH]c2c1,5,6,96,-1,0.8,-0.4,3,16,-9,104
O=C(Nc1ccc2oc(Cc3ccc(Cl)cc3)nc2c1)c1cccnc1,7,-1,93,11,0.9,0.1,-3,15,2,90
O=C(Cn1cnc([N+](=O)[O-])n1)N/N=C/c1ccc2ccccc2c1,-1,-7,101,0,0.9,-0.4,-3,13,5,100
CCOc1ccc(OCC)c(NC(=O)CSc2nnc(-c3cccnc3)o2)c1,-5,-7,105,0,0.9,0.2,3,14,3,104
